Screening results (PubChem BioAssay)
697 NFkB inh – inhibitors of PMA/ionomycin-induced NF-kB reporter, 697 cells, primary screen, B-cell NF-kB inhibitor project, cell-based, luminescence, uHTS. actives 0.33% (n = 330,000). AID 435022, 2010. inhibition, % at 4 µM. 697 B-cell NF-kB luciferase reporter, 16 h; in the data active = inhibition above about 35%
SENP8 inh – SENP8 protease inhibitors, primary screen, biochemical, luminescence | Sentrin-specific protease 8 (Homo sapiens), Q96LD8 | purified SENP8, Z-RLRGG-aminoluciferin cleavage | inhibition, % at 10 µM | actives 1.2% (n = 330,000) | AID 2540, 2010
Target sequence (Q96LD8 whole entry, looked up): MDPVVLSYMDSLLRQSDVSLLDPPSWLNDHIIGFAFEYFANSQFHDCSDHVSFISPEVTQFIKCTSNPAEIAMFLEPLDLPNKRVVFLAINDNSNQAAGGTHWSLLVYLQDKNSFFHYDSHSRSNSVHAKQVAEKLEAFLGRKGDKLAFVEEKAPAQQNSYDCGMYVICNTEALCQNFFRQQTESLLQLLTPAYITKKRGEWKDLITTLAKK
SENP7 block – SENP7 protease inhibitors, primary screen, biochemical, luminescence, uHTS. Sentrin-specific protease 7 (Homo sapiens), Q9BQF6. recombinant SENP7, Z-RLRGG-aminoluciferin luminescence, 40 min. inhibition, % at 5 µM. actives 1.5% (n = 330,000). AID 434973, 2010;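 active = inhibition above about 50% at the single test dose, limit read from the data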;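 note: plate controls were DMSO with enzyme for no effect and no enzyme buffer wells for full effect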
Target sequence (Q9BQF6 706-1050 limits assumed): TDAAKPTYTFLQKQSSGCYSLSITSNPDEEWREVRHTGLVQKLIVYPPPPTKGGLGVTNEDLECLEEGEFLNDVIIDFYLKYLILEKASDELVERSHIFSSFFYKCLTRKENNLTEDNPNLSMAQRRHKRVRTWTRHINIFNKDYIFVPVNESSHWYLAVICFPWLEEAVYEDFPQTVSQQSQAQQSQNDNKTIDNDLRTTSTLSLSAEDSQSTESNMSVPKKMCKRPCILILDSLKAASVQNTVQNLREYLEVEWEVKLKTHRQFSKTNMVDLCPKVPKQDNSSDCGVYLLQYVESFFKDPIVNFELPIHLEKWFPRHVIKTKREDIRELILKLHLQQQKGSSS
UBC13 inh – UBC13 polyubiquitin chain formation inhibitors, primary screen, biochemical, TR-FRET, uHTS; Ubiquitin-conjugating enzyme E2 N (Homo sapiens), P61088; inhibition, % at 20 µM; actives 0.47% (n = 330,000); in the data active = inhibition above about 45%, passing the limit was not always enough; inconclusive = no clear call, values can overlap the other calls
Target sequence (P61088 whole entry, looked up): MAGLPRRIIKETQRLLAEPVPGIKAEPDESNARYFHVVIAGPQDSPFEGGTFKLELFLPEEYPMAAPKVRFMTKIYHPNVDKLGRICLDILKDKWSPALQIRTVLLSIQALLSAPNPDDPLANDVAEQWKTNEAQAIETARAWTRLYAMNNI
HKDC1 inh – HKDC1 hexokinase inhibitors, primary screen, biochemical, fluorescence, uHTS | Q2TB90 | recombinant HKDC1, G6PDH/diaphorase resazurin coupled fluorescence | inhibition, % at 20 µM | actives 0.16% (n = 340,000);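 active = inhibition above about 35% when tested at 20 µM, limit read from the data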;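 note: plate controls were DMSO wells with enzyme for no effect and DMSO wells lacking enzyme for full effect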
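Assay system: recombinant HKDC1 hexokinase; detection: coupled resazurin fluorescence, excitation 525 nm, emission 613 nm; benchmarks: DMSO-plus-enzyme-mix negative control, buffer-substituted positive control; compound dosing: single 20 µM dose; schedule: 90 min at room temperature in dark; also added: glucose plus 1 mM ATP as hexokinase substrates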
Jurkat NFkB inh – inhibitors of induced NF-kB luciferase reporter, primary screen, TCR NF-kB activation inhibitor project, cell-based, luminescence, uHTS; AID 435003, 2010; actives 0.53% (n = 330,000); inhibition, % at 4 µM; Jurkat, PMA/ionomycin-induced NF-kB luciferase reporter
Gli-Sufu antag – Gli-Sufu pathway antagonists, primary screen, luciferase luminescence, Sufu-KO-LIGHT cells, uHTS; Sufu-KO-LIGHT fibroblasts, Gli luciferase reporter luminescence; inhibition, % at 5 µM; actives 0.74% (n = 340,000); AID 588413, 2011;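 active = inhibition above about 55%, limit read from the data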;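 note: 0% = DMSO-treated cells and 100% = wells with medium but no cells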
Apaf-1 inh – inhibitors of human Apaf-1 apoptosome, primary screen, biochemical, DEVD-Rh110 fluorescence, uHTS. Apoptotic protease-activating factor 1 (Homo sapiens), O14727. reconstituted apoptosome caspase-3 activity. inhibition, % at 20 µM. actives 0.71% (n = 330,000). AID 489030, 2010; active = inhibition of at least 40% at 20 µM;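 note: plate controls were DMSO wells for no effect and DEVD-CHO caspase inhibitor wells for full effect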
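Material: reconstituted apoptosome with Apaf-1, cytochrome c, caspase-9, procaspase-3, dATP / Buffer or medium: pH 7.5 Hepes buffer with CHAPS, BSA, DTT / Also added: cytochrome c with DEVD-Rh110 / Schedule: compound with Apaf-1, dATP, procaspase-3 30 min, then 50 min reaction, room temperature / Technique: rhodamine 110 fluorescence at Ex 480/Em 540 nm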
Active calls of the source: *; i = inactive; ? = inconclusive; / = no result given. Cut-off read from the data, not from the text of the source, unless noted: active = inhibition above about 50%; inactive = the rest.

Codes: A = 697 NFkB inh; B = SENP8 inh; C = SENP7 block; D = UBC13 inh; E = HKDC1 inh; F = Jurkat NFkB inh; G = Gli-Sufu antag; H = Apaf-1 inh
CCN1CCN(S(=O)(=O)c2ccc(Cl)c(C(=O)Nc3ccc(OC(F)F)cc3)c2)CC1
  A = -30	B = -4	C = 5	D = 4	E = 3	F = 2	G = 47	H = -11
CC(CC1C(C#N)=C(N)SC(N)=C1C#N)c1ccccc1 (configuration not stated)
  A = -11	B = 1	C = -3	D = ?	E = 9	F = 10	G = 23	H = 7
CCOC(=O)C1=C2NC(=O)c3ccccc3N2C(=O)C1
  A = -3	B = -2	C = 12	D = 7	E = 0	F = 8	G = -2	H = -11
Cc1n[nH]c(=O)c2c(NC(=O)CSc3nn(-c4ccc(F)cc4)c(=S)s3)oc(C)c12
  A = 2	B = -8	C = -9	D = -11	E = 15	F = 11	G = -1	H = -7
CCCNC(=S)Nc1ccccc1
  A = 12	B = 3	C = 0	D = 6	E = 2	F = 1	G = -7	H = -4
NN1C(=O)NC(c2ccccc2)(c2ccccc2)C1=O
  A = 1	B = -5	C = -4	D = 4	E = 6	F = -8	G = 2	H = 0
COc1cc(CCC(=O)Nc2sccc2C#N)cc(OC)c1OC
  A = 0	B = 2	C = 2	D = -1	E = -3	F = -3	G = 28	H = 1
CCCCNC(=O)/C(C#N)=C/c1ccc(-c2ccc(S(=O)(=O)N3CCOCC3)cc2)o1
  A = -28	B = -6	C = -3	D = -6	E = -5	F = -13	G = 0	H = 15
NC(=O)C1CCCN(C(=O)c2ccc3nc(Cc4cccc(Cl)c4)oc3c2)C1 (configuration not stated)
  A = 7	B = 0	C = -4	D = 10	E = 5	F = 12	G = 35	H = -5
O=C(NCCCn1ccnc1)c1cc2c(ccc3ccccc32)o1
  A = -8	B = -15	C = 3	D = -1	E = -6	F = -7	G = -9	H = -2
COc1ccc(S(N)(=O)=O)cc1C(=O)OCC(=O)N1CC(=O)Nc2ccccc21
  A = -1	B = -2	C = -3	D = -2	E = -1	F = 14	G = -5	H = 0
CC(C)(C)C(=O)Nc1sc(-c2ccccc2)cc1C(=O)O
  A = i	B = 19	C = 30	D = -4	E = -5	F = -20	G = -28	H = -10
CNC(=O)NC(=O)C(C)OC(=O)c1cc2c(s1)CCCCC2 (configuration not stated)
  A = -14	B = -1	C = 8	D = 8	E = 16	F = -17	G = -2	H = 9
CC(=O)Nc1ccc(S(=O)(=O)N2CCN(c3nc4ccccc4n3CC(C)C)CC2)cc1
  A = -18	B = -1	C = -4	D = -2	E = -7	F = -10	G = 9	H = 11
COc1ccc(NC(=O)CCc2nc3ccccc3c(=O)[nH]2)cc1S(=O)(=O)N1CCCCC1
  A = 8	B = -4	C = -8	D = -13	E = -1	F = -23	G = 6	H = -2
CC(NC(=O)C1CCC(CNS(=O)(=O)c2ccccc2)CC1)c1ccccc1 (configuration not stated)
  A = 18	B = -1	C = 11	D = 4	E = -5	F = 14	G = 7	H = 3
CC(C)Oc1ccc(CCc2nnc(SC(C)C(=O)O)n2-c2ccccc2)cc1 (configuration not stated)
  A = 11	B = -8	C = 8	D = -6	E = 0	F = -20	G = 17	H = 1
COc1ccc(/C=N/NC(=O)C[n+]2ccccc2)c(OC)c1
  A = 29	B = -4	C = 3	D = -6	E = 12	F = 12	G = -7	H = 5
O=C(COc1ccc2c(c1)CCC2)NCc1ccccc1
  A = -2	B = -3	C = -7	D = 9	E = -1	F = -6	G = -2	H = 2
CCC(C(=O)NCCC1=CCCCC1)c1ccccc1 (configuration not stated)
  A = 4	B = 1	C = -3	D = 12	E = -5	F = -12	G = 2	H = 14
CCOc1ccc(S(=O)(=O)N2CCCCC2)c2ccccc12
  A = -28	B = -14	C = -7	D = -4	E = 1	F = -18	G = -5	H = 19
COC(=O)c1cc(C(=O)OCC(=O)N2c3ccccc3NC(=O)C2(C)C)cc([N+](=O)[O-])c1
  A = 25	B = 1	C = 1	D = 4	E = -7	F = 7	G = 3	H = 1
N#Cc1c(-c2ccccc2)[nH]c(=S)[nH]c1=O
  A = 4	B = -4	C = 8	D = 6	E = 5	F = 8	G = 5	H = -1
CCCCc1nc2ccccc2c(NC(=O)CN(CC)CC)c1CCC
  A = -20	B = -1	C = 6	D = -3	E = 0	F = -7	G = 9	H = 3
CC(C)COc1ccc(-c2nn(-c3ccccc3)cc2/C=C2/SC(=S)N(CC(=O)O)C2=O)cc1
  A = -2	B = 10	C = 2	D = -6	E = 4	F = 2	G = -1	H = 22
COc1ccc(Cc2nnc(NC(=O)c3ccccc3C)s2)cc1
  A = -18	B = 11	C = -3	D = 0	E = 0	F = 8	G = 5	H = 0
COc1ccc2oc(=O)c(C(=O)N3CCN(c4ccc(F)cc4)CC3)cc2c1
  A = 1	B = -4	C = 5	D = -5	E = -3	F = 2	G = 6	H = 18
Cc1cc(Cl)c(C)c(S(=O)(=O)N2CCN(C(=O)C3CCCO3)CC2)c1Cl (configuration not stated)
  A = -22	B = 8	C = -4	D = 8	E = -3	F = 7	G = -17	H = 2
CC1CCN(C(=O)CNC(=O)c2cccc(OC(F)F)c2)CC1
  A = 11	B = 5	C = 9	D = 0	E = -11	F = -23	G = -16	H = -3
CC(=O)c1ccc(NC(=O)CSCC(=O)Nc2ccc3ccccc3c2)cc1
  A = 3	B = -2	C = -6	D = 2	E = -2	F = 8	G = -10	H = -4

Some of the entries above, set out differently.
smiles,697 NFkB inh,SENP8 inh,SENP7 block,UBC13 inh,HKDC1 inh,Jurkat NFkB inh,Gli-Sufu antag,Apaf-1 inh
CC(NC(=O)C1CCC(CNS(=O)(=O)c2ccccc2)CC1)c1ccccc1 (configuration not stated),18,-1,11,4,-5,14,7,3
CC(C)Oc1ccc(CCc2nnc(SC(C)C(=O)O)n2-c2ccccc2)cc1 (configuration not stated),11,-8,8,-6,0,-20,17,1
COc1ccc(/C=N/NC(=O)C[n+]2ccccc2)c(OC)c1,29,-4,3,-6,12,12,-7,5
O=C(COc1ccc2c(c1)CCC2)NCc1ccccc1,-2,-3,-7,9,-1,-6,-2,2
CCC(C(=O)NCCC1=CCCCC1)c1ccccc1 (configuration not stated),4,1,-3,12,-5,-12,2,14
CCOc1ccc(S(=O)(=O)N2CCCCC2)c2ccccc12,-28,-14,-7,-4,1,-18,-5,19
COC(=O)c1cc(C(=O)OCC(=O)N2c3ccccc3NC(=O)C2(C)C)cc([N+](=O)[O-])c1,25,1,1,4,-7,7,3,1
N#Cc1c(-c2ccccc2)[nH]c(=S)[nH]c1=O,4,-4,8,6,5,8,5,-1
CCCCc1nc2ccccc2c(NC(=O)CN(CC)CC)c1CCC,-20,-1,6,-3,0,-7,9,3

Further entries follow.
Codes: A = 697 NFkB inh; B = SENP8 inh; C = SENP7 block; D = UBC13 inh; E = HKDC1 inh; F = Jurkat NFkB inh; G = Gli-Sufu antag; H = Apaf-1 inh
O=C(NCC(=O)N1CCCC(C(F)(F)F)C1)c1ccccc1Br (configuration not stated)
  A = 17	B = -3	C = -2	D = 3	E = -8	F = -4	G = -20	H = 23
O=C(COC(=O)CNC(=O)C1CCCCC1)Nc1ccccc1OC(F)F
  A = 6	B = 4	C = 16	D = 10	E = -3	F = 7	G = -13	H = 4
Cc1ccc(N2CCN(S(=O)(=O)N(C)C)CC2)cc1Cl
  A = -26	B = 0	C = 2	D = -2	E = 0	F = -8	G = 6	H = 2
Cc1occc1C(=O)NNC(=O)c1cccc(F)c1
  A = -3	B = 0	C = -1	D = 3	E = -8	F = 10	G = -4	H = -6
Cc1cc(C)cc(NC(=O)COc2ccc3c(C)c(Cc4ccccc4)c(=O)oc3c2)c1
  A = 2	B = 2	C = 1	D = 16	E = /	F = 4	G = /	H = 14
COc1ccc(NS(=O)(=O)c2cccc(C(=O)NNC(=O)c3ccc(NC(C)=O)cc3)c2)cc1
  A = 14	B = 13	C = 4	D = 5	E = -6	F = -1	G = -34	H = 4
CC1(C)CC(=O)C(C=NCCN2CCNC2=O)=C(O)C1
  A = -14	B = 1	C = 1	D = 1	E = -10	F = -4	G = 6	H = -13
COC(=O)c1ccc(NC(=O)CSc2nc3cccnc3n2C)cc1
  A = -21	B = -2	C = 2	D = 6	E = 1	F = 8	G = 3	H = -8
CC(C)CN(C(=O)CSc1ncnc2sccc12)C1CCS(=O)(=O)C1 (configuration not stated)
  A = -3	B = 4	C = 8	D = -4	E = -2	F = 1	G = 1	H = 6
Cc1nc(-c2ccc(Cl)cc2)sc1C1(C)CC(c2ccc(C#N)cc2)=NO1 (configuration not stated)
  A = 3	B = 6	C = -3	D = 3	E = -6	F = -9	G = -5	H = 11
CCc1ccc(NC(=O)Cn2nc(C)n3cccc3c2=O)cc1
  A = -9	B = 5	C = 6	D = -1	E = 1	F = -2	G = 0	H = 6
Nc1nonc1-n1nnc(C(=O)N/N=C/c2cccs2)c1CSc1ccccc1
  A = -20	B = -4	C = 6	D = -9	E = -5	F = -8	G = -11	H = 9
CC(=O)C1=C(O)CC(c2ccccc2)CC1=NCCc1c(C)[nH]c2ccccc12 (configuration not stated)
  A = -2	B = 0	C = 2	D = 12	E = 1	F = 2	G = 5	H = 19
Cc1cccc(N=C2C(=O)Nc3c(Cl)cccc32)c1
  A = 4	B = 0	C = -9	D = -3	E = 12	F = -2	G = -45	H = 1
O=C(O)C1CC=CCC1C(=O)Nc1ccccc1C(=O)N1CCN(c2ccc(Cl)cc2)CC1 (configuration not stated)
  A = 11	B = 5	C = -4	D = -4	E = -5	F = -3	G = 4	H = -6
O=C(Nc1cccc(-n2cnnn2)c1)C1CCCN(Cc2cccc(C(F)(F)F)c2)C1 (configuration not stated)
  A = -6	B = -6	C = -11	D = 6	E = 1	F = 34	G = 27	H = 13
Cc1cc(OCC(=O)NCCCN2CCOCC2)cc(C)c1Cl
  A = -10	B = -4	C = -3	D = -7	E = -5	F = -7	G = 7	H = -8
Cc1ccc(-n2c(SCC(=O)Nc3ccc(Cl)cc3)nc(O)cc2=O)cc1
  A = 7	B = -1	C = 11	D = -12	E = -2	F = 0	G = -7	H = 14
COc1ccc(/C=C2/SC(=O)N(CCCCCC(=O)Nc3ccccc3C(=O)O)C2=S)cc1
  A = 12	B = 50*	C = 8	D = -25	E = 8	F = -3	G = 9	H = 9
COc1ccc(C(=O)CC(=O)O)c2c1C=CC(C)(C)O2
  A = 23	B = 8	C = 8	D = 7	E = -8	F = 1	G = 2	H = -7
C=CCn1c(=O)/c(=C/c2ccc(O)cc2)s/c1=C(/C#N)c1nnc2n1CCCCC2
  A = 3	B = -1	C = 1	D = -67	E = 17	F = 5	G = -2	H = -19
COc1ccc(C(C(=O)NC(C)(C)C)N(C(=O)CCC(=O)Nc2ccccn2)C2CCCCC2)cc1 (configuration not stated)
  A = 0	B = -6	C = -2	D = 0	E = -1	F = -14	G = -6	H = 8
COc1ccc(CNCCS(=O)(=O)NN2CCOCC2)cc1
  A = 4	B = /	C = 1	D = /	E = 8	F = /	G = 2	H = 4
